From PubChem
C2C12 statin: suppressors of statin myotoxicity in C2C12 myotubes, primary screen, cell-based, single point, plate reader; C2C12 myotubes + simvastatin, ATP luminescence, 48 h; scaled: DMSO 0, geranylgeraniol control 100; rescue of ATP level, % at 7.49 µM; actives 0.78% (n = 330,000); AID 602340, 2012;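 active = mean ATP rescue above about 67%, or every replicate alone reaching that limit, limit read from the data, passing the limit was not always enough; inconclusive = no clear call, values can overlap the other calls; inactive = mean under the limit and some replicate under it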;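 also: myotubes were challenged with 10 µM simvastatin during compound exposure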
esBAF inh: Bmi1 luciferase reporter increase in mESCs, primary screen, esBAF inhibitor project, mouse ES cells, Bmi1 luciferase knock-in, single point; 24 h; 100% = twice the neutral-well signal; reporter increase, % at 12.5 µM; actives 2% (n = 350,000); AID 602393, 2012; in the data active = activation above about 40%; inconclusive = no clear call, values can overlap the other calls;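 also: 0% = median of the plate's neutral control wells and 100% = double that signal; a rise in the Bmi1 reporter signal indicates esBAF inhibition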
SIRT5 block: SIRT5 desuccinylase inhibitors, primary screen, biochemical, fluorescence imaging, single point, set 5; Purified SirT5, succinyl-peptide AMC, trypsin-coupled fluorescence; actives 1.1% (n = 330,000); AID 652115, 2013; inhibition, % at 15 µM; in the data active = inhibition above about 15%; inconclusive = no clear call, values can overlap the other calls
Target sequence (Q9NXA8 whole entry, looked up): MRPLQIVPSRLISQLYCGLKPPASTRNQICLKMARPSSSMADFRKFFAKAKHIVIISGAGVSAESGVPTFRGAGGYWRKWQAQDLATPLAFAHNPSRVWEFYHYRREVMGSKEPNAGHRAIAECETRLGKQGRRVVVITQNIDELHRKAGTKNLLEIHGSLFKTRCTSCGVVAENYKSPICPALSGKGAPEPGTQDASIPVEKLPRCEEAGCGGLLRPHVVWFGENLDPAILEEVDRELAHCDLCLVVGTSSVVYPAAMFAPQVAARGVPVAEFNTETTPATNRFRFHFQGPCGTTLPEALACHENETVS
LGR2 antag: inhibitors of bursicon-induced LGR2 CRE-luciferase signal, primary screen, cell-based, HEK293, CRE-luciferase reporter, bursicon stimulation; actives 0.35% (n = 380,000); inhibition, % at 9.99 µM; bursicon-stimulated, 4 h;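 active = drop in luminescence signal, shown as inhibition above about 50% in the replicate tests, limit read from the data, passing the limit was not always enough; inconclusive = probably only some replicates passing the limit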;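 also: agonist challenge used bursicon conditioned medium at about half maximal strength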
S100A4 inh HTS: inhibitors of S100A4-myosin IIA peptide binding, primary screen, biochemical, fluorescence polarization, TAMRA-MyoIIA peptide; inhibition, % at 10.7 µM; actives 0.14% (n = 360,000);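 active = mean inhibition of at least 70% across replicates, with every replicate also reaching that level; inconclusive = mean inhibition reaches 70% but some replicates fall short; inactive = mean inhibition below 70%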
Target sequence (P26447 whole entry, looked up): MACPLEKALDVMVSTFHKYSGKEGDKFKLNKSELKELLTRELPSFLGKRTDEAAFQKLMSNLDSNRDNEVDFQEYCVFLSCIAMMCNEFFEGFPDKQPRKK
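Test system: S100A4 monomer protein; Medium: HEPES pH 7.2 with CaCl2, KCl, NaCl, DTT, Triton; Probe or stimulus: TAMRA-labelled myosin IIA heavy-chain peptide probe, 5 nM; Doses: one dose per compound; Times: polarization read 5 min after assay mix addition, stable 5–60 min; Benchmarks: neutral control DMSO, positive control TFP.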
FN deposition inh: inhibitors of fibronectin matrix deposition, primary screen, AH1F cells, Alexa488-fibronectin fluorescence, plate reader | AH1F fibroblasts, overnight | inhibition, % at 12.6 µM | actives 0.086% (n = 350,000) | AID 743247, 2014;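 active = mean inhibition across replicates of 30% or more, regardless of how many single replicates reach that level; inconclusive = mean under 30% yet at least half of replicates reach 30%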;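 also: positive control wells lacked labelled fibronectin entirely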
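Material: AH1F fibroblasts assembling fluorescent fibronectin matrix; amount: 10000 AH1F cells/well; medium: DMEM, 2% serum; reagent: Alexa488-fibronectin, 24 nM final in well; dosing: single compound dose, delivered by pin transfer; incubation: 1 h adhesion, overnight exposure; detection: fluorescence after three HBSS washes, excitation 485 nm, emission 525 nm; measure: fibronectin deposition inhibition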
CASP6 VEID inh: human caspase-6 inhibitors, primary screen, biochemical, VEID-R110 fluorescence, single point, set 2; actives 0.53% (n = 350,000); inhibition, % at 12.5 µM; purified caspase-6, Z-VEID-R110 cleavage fluorescence;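 active = mean inhibition across replicates at least about 35%, with every replicate also reaching that limit, limit read from the data; inconclusive = only one of the two criteria met; inactive = neither criterion met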;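 also: 0% = median of neutral control wells and 100% = no fluorescence left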
Target sequence (P55212 24-179 limits assumed): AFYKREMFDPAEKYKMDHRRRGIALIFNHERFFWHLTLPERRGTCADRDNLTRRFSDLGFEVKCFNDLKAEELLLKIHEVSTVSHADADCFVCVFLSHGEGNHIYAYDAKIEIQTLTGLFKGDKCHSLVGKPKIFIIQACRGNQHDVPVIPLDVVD
Target sequence (P55212 194-293 limits assumed): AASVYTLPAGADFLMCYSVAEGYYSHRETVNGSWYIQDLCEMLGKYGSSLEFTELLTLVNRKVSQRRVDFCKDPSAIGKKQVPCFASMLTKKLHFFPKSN
Numbers without * were called inactive; u = inconclusive; x = no result given.

item	Structure	C2C12 statin	esBAF inh	SIRT5 block	LGR2 antag	S100A4 inh HTS	FN deposition inh	CASP6 VEID inh
1	Cc1cc(NC(=O)CS(=O)(=O)c2cn(Cc3ccc(F)cc3)c3ccccc23)no1	-1.5	3.1	1.7	21.2	-0.2	4.8	-1.5
2	CCCN(C)C[C@H]1Oc2cc(C#CC3CCCCC3)ccc2S(=O)(=O)N([C@@H](C)CO)C[C@H]1C	-40.9	-4.7	x	-0.7	x	x	x
3	CCCC#Cc1ccc2c(c1)O[C@H](CN(C)C)[C@@H](C)CN([C@@H](C)CO)S2(=O)=O	30.3	1.4	-0.2	-5.6	-1.0	-3.1	-1.8
4	Cc1ccc(NC(=O)C2CCCN(S(=O)(=O)c3c(C)noc3/C=C/N(C)C)C2)c(C)c1 (stereo not given)	3.9	0.0	-1.8	3.9	-3.1	-0.8	-4.1
5	CC(C)(C)OC(=O)N1CCC(C(=O)N[C@@H](Cc2c[nH]c3ccccc23)C(=O)O)CC1	7.1	-6.7	8.6	3.6	1.7	-3.8	5.7
6	COc1cccc(S(=O)(=O)Nc2ccc3c(c2)[C@@H]2C[C@H](CC(=O)NCC(F)(F)F)O[C@H](CO)[C@@H]2O3)c1	0.8	8.3	-2.3	-26.4	8.6	-10.9	-2.0
7	C[C@@](Cc1ccc(O)c(O)c1)(NN)C(=O)O	-6.7	6.5	7.9	-17.1	4.6	x	3.4
8	CCOc1ccc(C(=O)Nc2cccc3ncccc23)cc1Cl	-2.9	-3.0	0.3	20.8	-1.0	4.0	-2.3
9	c1ccc2c(c1)CCCC2NC1=NCCC1 (stereo not given)	4.8	-2.6	x	x	x	-0.5	x
10	Cc1ccc2nc(SC(C(=O)c3ccccc3)c3ccccc3)nc(C)c2c1 (stereo not given)	-5.4	-4.4	x	-4.2	-2.1	0.9	0.7
11	O=C(NCCc1ccccc1)C(=O)NCCC1CCCCN1S(=O)(=O)c1ccccc1 (stereo not given)	-6.7	9.2	0.2	3.7	-3.0	-2.2	0.7
12	O=C(NC1CCCCC1)N1CCN(c2ccc(Cl)cc2)CC1	x	x	-0.2	-1.3	-13.7	x	-1.7
13	COc1ccc(NC(=O)Nc2ccc3c(c2)[C@H]2C[C@H](CC(=O)NC4CCCCC4)O[C@H](CO)[C@H]2O3)cc1	3.9	3.6	-3.1	-6.6	-34.5	-20.2	4.1
14	COc1ccc(-c2nc(-c3cccc(C)c3)[nH]c(=O)c2C#N)cc1	-21.1	-1.6	x	x	x	1.5	x
15	CN1OC[C@@H]2CN(Cc3ccc4c(c3)OCO4)[C@H](c3ccc(N4CCCCC4)cc3)C[C@@H]21	18.0	-8.0	0.0	3.4	-18.5	-11.4	-0.5
16	COc1ccccc1CNCC(=O)Nc1cc(S(=O)(=O)N2CCOCC2)ccc1Cl	-11.9	6.2	-2.1	0.1	-0.4	2.1	-3.9
17	COC(=O)c1sccc1NC(=O)CNC(=O)c1ccccc1	x	x	5.8	0.2	-1.9	7.5	2.0
18	Cc1cc(C)cc(OCCNS(=O)(=O)c2cccs2)c1	x	x	-2.2	-9.8	-2.4	-3.7	0.7
19	COc1cccc(C(C)(O)c2nc(-c3ccc(S(C)(=O)=O)cc3)cs2)c1 (stereo not given)	-14.2	-6.9	x	-2.5	1.2	-3.0	-0.7
20	COCc1nnc(NC(=O)C23CC4CC(CC(C4)C2)C3)s1	14.8	16.0	6.9	2.6	4.2	-6.8	7.3
21	CC(=O)Oc1ccc(C2(C)CC(C)(C)NC(=S)N2C)c(OC(C)=O)c1 (stereo not given)	x	x	3.1	1.7	-1.3	13.5	2.3
22	CCOc1ccc(-n2c(=O)cc(N3CCN(c4ccc(F)cc4)CC3)[nH]c2=O)cc1	38.2	4.1	x	x	x	4.8	x
23	CC(C)CC(=O)NS(=O)(=O)c1ccc(NS(C)(=O)=O)cc1	x	x	-2.3	22.3	-1.8	-3.7	-1.3
24	CCN(CC)CCCN=C1N[C@@H](c2ccccc2)C(C(=O)OC)=C(C)N1CC	-23.0	-0.6	-2.4	-13.6	-1.9	-15.6	-47.1
25	Cc1noc(C)c1-c1ccc(C(=O)NCc2cccnc2)c2occc12	-0.9	-0.6	-8.9	-5.5	0.6	10.4	-2.5
26	CC(=O)N1CCc2c(sc(NC(=O)Cc3ccc(F)cc3)c2C(N)=O)C1	-7.6	-4.2	-0.2	4.6	0.3	6.2	0.0
27	Cc1ccc(S(=O)(=O)N(C)C[C@H]2Oc3c(NC(=O)c4nc5ccccc5s4)cccc3C(=O)N([C@H](C)CO)C[C@H]2C)cc1	-10.9	2.0	-0.2	3.2	15.0	x	-0.6
28	O=C(CCOc1ccccc1)Nc1nnc(-c2ccc3c(c2)OCCO3)o1	4.9	12.4	-6.4	x	-6.1	7.3	-0.4
29	COc1ccc(NC(=O)N(C)C[C@H]2OCCCC[C@@H](C)Oc3ccc(NS(=O)(=O)c4cn(C)cn4)cc3C(=O)N([C@H](C)CO)C[C@H]2C)cc1	x	-2.9	-6.1	-13.7	11.5	x	-2.0
30	O=C(O)CC12CC3CC(C1)CC(n1ncc(NCC4CCCO4)c(Cl)c1=O)(C3)C2 (stereo not given)	u	1.1	3.3	0.9	27.5	-3.2	-6.1
31	OC[C@@H]1CN(Cc2ccc(F)cc2)C[C@H](n2cnc3c(NC4CC4)ncnc32)O1	5.9	-3.6	-1.3	-18.5	-14.2	-14.0	-4.5
32	COc1ccccc1NS(=O)(=O)c1ccc(O)cc1	-17.2	-4.8	x	x	x	-7.1	x
33	O=C(O)C[C@H]1c2cc(C(F)(F)F)ccc2S(=O)(=O)N1C1CCCC1	-3.8	3.4	-2.6	18.0	1.2	4.2	-0.4
34	C[C@H](CO)N1C[C@H](C)[C@H](CN(C)Cc2ccncc2)Oc2ncccc2C1=O	-7.6	1.1	-0.8	15.4	4.2	-8.4	x
35	COc1ccc(CN2CCNC(=O)C2CC(=O)N2CCCCO2)c(OC)c1 (stereo not given)	x	x	0.8	5.4	2.1	-6.4	-1.9
36	O=C(Nc1ccccc1Cl)c1ccc(Cl)cc1Cl	8.2	8.6	-3.4	-27.9	-7.2	-1.2	-1.4
37	Cc1ccc(S(=O)(=O)N(C)C[C@H]2Oc3ccc(NC(=O)Nc4c(C)noc4C)cc3C(=O)N([C@@H](C)CO)C[C@H]2C)cc1	-19.4	-6.4	14.0	1.3	1.1	x	-2.5
38	Cc1cc(O)c2/c(=N\N)c(-c3csc(C)n3)coc2c1	x	2.1	11.3	1.9	-2.7	2.7	-0.1
39	COc1ccc(N2C(=O)C(CC(=O)Nc3ccc(F)cc3)N(CCc3ccc(OC)c(OC)c3)C2=O)cc1 (stereo not given)	x	x	-6.0	x	-1.1	4.0	-0.5
40	O=S(=O)(Nc1cc(Cl)ccn1)c1ccc(Cl)cc1	15.1	-4.2	x	4.5	x	-1.2	x
41	CC1CCCCN1CC(=O)c1c[nH]c2ccccc12 (stereo not given)	7.1	2.7	-5.6	-14.3	-5.5	7.3	-2.6
42	COc1ccc(/C=C/C(=O)OCC(=O)NCCNC(=O)COC(=O)/C=C/c2ccc(OC)cc2)cc1	2.1	1.1	-6.1	7.9	-2.0	-8.0	-3.9
43	O=C(COc1ccccc1)NC(=S)Nc1cccc2cc(O)ccc12	x	x	-3.3	3.5	-1.2	6.2	1.3
44	Cc1noc(COc2ccccc2OCC(O)CNC(C)(C)C)n1 (stereo not given)	28.6	2.1	x	9.7	x	x	x
45	COc1ccc([C@H]2N[C@]3(CCCN(Cc4ccc(F)cc4)C3=O)[C@H]3C(=O)N(C)C(=O)[C@@H]23)cc1	-10.2	4.4	9.7	-5.4	-2.4	-4.5	5.9
46	CCN(CC(=O)Nc1cccc(OC)c1)C(=O)c1ccco1	10.5	-2.6	-2.9	8.2	-6.5	1.8	-3.2
47	O=C1OC(Nc2ccc(F)c([N+](=O)[O-])c2)c2ccccc21 (stereo not given)	x	x	0.9	6.5	-3.0	12.1	-2.9
48	CN(C)S(=O)(=O)c1cccc(NC(=O)c2ccc(N3CCOCC3)c([N+](=O)[O-])c2)c1	x	x	0.5	4.0	-4.8	10.3	0.4
49	O=C(NC1C2CC3CC(C2)CC1C3)C1CCCCC1 (stereo not given)	-42.9	-3.5	0.3	-8.5	-2.1	4.6	1.5
50	CN(c1ccc(C(=O)COC(=O)C2CC2)cc1)S(C)(=O)=O	-8.2	3.4	2.9	-33.0	-8.4	-2.9	-1.5
51	CCCCn1c(SCC(=O)NC2CCCC2)nc2ccccc2c1=O	x	x	-4.0	-8.7	2.7	7.7	0.4
52	Cc1ccc(SCC(=O)Nc2ccc(S(=O)(=O)Nc3ncccn3)cc2)cc1	x	x	-2.5	-9.8	-0.6	-2.3	-0.4
53	Cc1noc(C)c1NC(=O)Nc1ccc2c(c1)CC(=O)N([C@H](C)CO)C[C@H](C)[C@H](CN(C)C(=O)NC1CCCCC1)O2	-16.0	4.4	-6.2	-4.7	2.5	1.4	x
54	CCOC(=O)c1c(CS(=O)(=O)c2ccccc2)n(C)c2cc(Br)c(O)c(CN(C)C)c12	x	x	x	4.2	-1.4	-4.7	-0.6
55	O=C1c2cccnc2C(Nc2ccc(S(=O)(=O)N3CCCCCC3)cc2)N1Cc1ccccc1 (stereo not given)	37.7	-1.8	x	-7.6	x	0.3	x
56	COc1ccccc1NC(=O)N1CC(=O)N2[C@H](CO)[C@H](c3ccc(C#CC(C)C)cc3)[C@H]2C1	x	x	-0.5	3.6	4.5	2.5	3.2
57	Cc1ccc(C(=O)N[C@H](C(=O)Nc2ccc(N3CCOCC3)cc2)C(C)C)cc1	x	x	2.1	-8.7	-0.1	3.0	-1.9
58	O=C(NC(=S)Nc1ccc(CN2CCOCC2)cc1)c1cccc(F)c1	2.1	15.8	-3.6	-20.1	-5.7	4.8	-1.9
59	COc1ccc(NC(=O)N(C)C[C@@H]2Oc3ccc(NC(=O)NC4CCCCC4)cc3C(=O)N([C@@H](C)CO)C[C@@H]2C)cc1	3.0	-0.9	-1.7	9.5	0.9	x	-0.2
60	CC(C)[C@H](NC(=O)c1ccc(Cl)cc1)C(=O)Nc1cccc(S(=O)(=O)N2CCOCC2)c1	-6.3	7.6	x	-1.2	1.3	1.2	-1.6

Only part of the results is shown, so the mix of outcomes need not match the whole.
